# High-throughput results: PubChem BioAssay, several laboratories
# M4 PAM = potentiates acetylcholine response at human M4 receptor; P08173; CHO-K1 hM4/Gqi5, Fluo-8 calcium fluorescence, ACh EC20; 0% = ACh EC20, 100% = maximal ACh; activation, % at 3 µM; 0.4% of 360,000 active;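 active means activation above its plate's cutoff, the mean activation of sample wells plus 3 SD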; further: some results filed as inactive read as strong as hits
# Target sequence (P08173 whole entry, looked up): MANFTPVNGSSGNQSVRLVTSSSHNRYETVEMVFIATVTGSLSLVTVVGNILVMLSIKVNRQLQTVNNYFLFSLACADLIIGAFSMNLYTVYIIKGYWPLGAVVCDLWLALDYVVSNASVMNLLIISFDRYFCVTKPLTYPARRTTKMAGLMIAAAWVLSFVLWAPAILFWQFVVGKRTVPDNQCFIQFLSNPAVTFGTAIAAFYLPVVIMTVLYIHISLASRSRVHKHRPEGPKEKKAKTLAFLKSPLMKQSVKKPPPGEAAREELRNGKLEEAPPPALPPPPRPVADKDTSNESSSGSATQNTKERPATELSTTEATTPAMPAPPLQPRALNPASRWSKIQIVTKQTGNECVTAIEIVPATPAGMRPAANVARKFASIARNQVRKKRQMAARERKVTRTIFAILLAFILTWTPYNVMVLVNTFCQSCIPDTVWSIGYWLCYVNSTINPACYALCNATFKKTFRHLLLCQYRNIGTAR
# IDE cell inh = cellular human IDE inhibition; P14735; HEK cells, FAbetaB cleavage, fluorescence polarization; inhibition, % at 5.59 µM; 0.41% of 320,000 active;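 active means percent inhibition above the average of all tested compounds plus 3 SD, set per screening campaign, cut at about 16% in these data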;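 further: IDE supplied by intact live HEK cells; FP after avidin binding of uncleaved biotin substrate so inhibition keeps polarization high; 0% = DMSO wells and 100% = 60 µM reference IDE inhibitor Ii1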
# CRFR2-BP antag = blocks CRF-induced signaling of the CRF-BP/CRF-R2 complex. inhibition, % at 11.8 µM. 0.59% of 350,000 active. HEK293 CRF-R2/CRF-BP, CRF-induced calcium fluorescence;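 active means inhibition of the ligand-induced calcium signal above about 50% at the single tested concentration, limit read from the data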
# M5 ag = CHRM5 agonism in calcium assay | P08912 | CHO-K1 hM5 cells, Fluo-8 calcium fluorescence; 0% DMSO wells, 100% maximal acetylcholine response | activation, % at 3 µM | 0.19% of 360,000 active | AID 624037;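 active means activation above the run's mean over test compounds plus 3 SD, cut at about 23% in these data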;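 further: signal is peak over basal fluorescence ratio across the kinetic read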
# Target sequence (P08912 whole entry, looked up): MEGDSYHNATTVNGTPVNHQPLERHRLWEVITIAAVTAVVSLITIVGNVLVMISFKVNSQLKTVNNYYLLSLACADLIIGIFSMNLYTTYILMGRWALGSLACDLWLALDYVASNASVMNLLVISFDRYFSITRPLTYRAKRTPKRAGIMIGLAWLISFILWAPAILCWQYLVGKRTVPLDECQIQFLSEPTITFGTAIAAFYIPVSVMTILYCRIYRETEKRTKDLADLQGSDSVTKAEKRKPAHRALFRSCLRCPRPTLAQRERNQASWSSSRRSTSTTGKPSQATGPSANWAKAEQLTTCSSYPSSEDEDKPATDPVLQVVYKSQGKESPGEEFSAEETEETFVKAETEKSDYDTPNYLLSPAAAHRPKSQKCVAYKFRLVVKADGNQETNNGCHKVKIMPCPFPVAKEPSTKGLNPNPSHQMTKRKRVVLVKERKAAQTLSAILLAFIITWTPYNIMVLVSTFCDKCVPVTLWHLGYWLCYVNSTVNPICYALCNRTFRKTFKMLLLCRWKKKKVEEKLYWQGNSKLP
# CHRM4 agonist = agonists of human muscarinic M4 receptor (CHRM4) | activation, % at 3 µM | P08173 | CHO-K1 hM4/Gqi5, Fluo-8 calcium fluorescence; vehicle 0%, full acetylcholine response 100% | AID 624127 | 0.14% of 360,000 active;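 active means activation above the run mean over all test wells plus 3 SD, cut at about 32% in these data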;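 further: peak over basal fluorescence ratio per well then scaled between controls; 0% = DMSO wells and 100% = acetylcholine at EC100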
# M5 antag = antagonists of human muscarinic M5 receptor (CHRM5). 0.59% of 360,000 active. inhibition, % at 3 µM. P08912. CHO-hM5 cells, Fluo-8 calcium fluorescence, ACh EC80;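 active means inhibition above a per-plate cutoff, the mean of that plate's test compounds plus 3 SD, cut at about 27% in these data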;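 further: 0% = acetylcholine EC80 with DMSO and 100% = DMSO without agonist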
# CRFR2-BP ag = CRF-BP/CRF-R2 complex agonism; 0.46% of 350,000 active; HEK293 CRF-R2/CRF-BP, calcium dye fluorescence (FLIPR); percent of saturating CRF peptide response; activation, % at 13.2 µM; AID 588473;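 active means activation of at least 50%, plus an integration ratio under a set limit after plate pattern correction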;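 further: plate controls were neutral control wells without compound for no effect and CRF at EC100 for full effect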
# CHRM5 PAM = potentiates acetylcholine response at human M5 receptor; P08912; 0.3% of 360,000 active; CHO-K1 hM5, Fluo-8 calcium, ACh EC20 PAM; 0% = ACh EC20, 100% = ACh EC100; activation, % at 3 µM;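 active means activation above the run cutoff, the mean activation of all test compounds plus 3 SD, cut at about 18% in these data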
#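 Assay system: CHO-K1 hM5 cells / Incubation: Fluo-8 loading 80 min at 37 °C plus 30 min room temperature / Technique: Fluo-8 calcium dye fluorescence, kinetic read / Repeats: single replicate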
# CHRM4 antagonist = blocks acetylcholine activation of human M4 receptor | P08173 | CHO-hM4 cells, ACh EC80, Fluo-8 calcium fluorescence | inhibition, % at 3 µM | 0.73% of 360,000 active | AID 624125;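 active means inhibition above its plate's cutoff, the mean inhibition of sample wells plus 3 SD, cut at about 27% in these data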;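 further: 0% = acetylcholine EC80 with DMSO and 100% = DMSO without agonist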
# Active calls of the source: *; / = not tested or not shown. An unsorted share of the library; any-hit rate near 2.9%.
SMILES,M4 PAM,IDE cell inh,CRFR2-BP antag,M5 ag,CHRM4 agonist,M5 antag,CRFR2-BP ag,CHRM5 PAM,CHRM4 antagonist
COc1ccccc1NC(=O)COC(=O)C1CCN(/C=C/C(=O)C(F)(F)F)CC1,-3,0,-3,-1,2,-4,2.8,-5,-4
CCOc1ccccc1/C=N/NC(=O)c1ccc(Cn2cc([N+](=O)[O-])cn2)o1,-3,-2,13,1,2,3,-0.8,2,15
Cc1cc(C)c(S(=O)(=O)N(C)CC(N)=O)c(C)c1,-1,2,-4,2,0,-3,-1.2,-5,5
Cc1ccc(NC(=O)CSc2nc(=O)n3cc(C)ccc3n2)c(C)c1,10,2,-12,2,1,2,0.5,5,-8
CCN(CC)C(=O)c1cc(Cl)ccn1,7,1,2,2,2,-3,1.2,6,-2
N#Cc1ccccc1OCC(=O)NNC(=O)CCC1CCCC1,5,4,0,-2,1,6,0.5,4,-5
COc1ccc(-c2cn(-c3ccc(C)cc3)c(=O)n2CC(=O)Nc2cccc(F)c2)cc1,-1,1,-3,-8,2,-4,3.9,26*,-20
Cc1cccc(N2CCN(C(=O)c3ccc(CNc4c(N5CCC(C)CC5)c(=O)c4=O)cc3)CC2)c1C,10,3,23,-1,1,-13,-0.2,13,-11
Cn1c(CCNC(=O)c2cccs2)nnc1SCC(=O)Nc1nc(-c2ccccc2)cs1,-6,-3,-16,1,12,5,1.8,-12,-11
CCOC(=O)C(Sc1nnc2c3ccccc3n(CC)c2n1)C(=O)OCC,-7,4,-11,1,8,0,-1.6,-6,-9
CCOC(=O)/C(C#N)=C/c1cn(CCC(=O)O)nc1-c1ccc(F)cc1,-3,6,-9,0,1,13,0.2,-1,8
Cc1ccc(C(=O)C(C(=O)/C=C/c2ccccc2)=C2SCCCS2)cc1,-6,4,-6,-4,-1,3,-0.4,-4,3

# 3 entries from above, arranged by their value in M4 PAM, highest first:
SMILES | M4 PAM
Cc1ccc(NC(=O)CSc2nc(=O)n3cc(C)ccc3n2)c(C)c1 | 10
COc1ccc(-c2cn(-c3ccc(C)cc3)c(=O)n2CC(=O)Nc2cccc(F)c2)cc1 | -1
COc1ccccc1NC(=O)COC(=O)C1CCN(/C=C/C(=O)C(F)(F)F)CC1 | -3

# Later entries
SMILES,M4 PAM,IDE cell inh,CRFR2-BP antag,M5 ag,CHRM4 agonist,M5 antag,CRFR2-BP ag,CHRM5 PAM,CHRM4 antagonist
Cc1ccc2[nH]c(=O)c(NC(N)=S)nc2c1,2,7,-7,0,2,2,0.1,-3,0
COc1ccc(-c2nc3c4ccccc4ccn3c2CN2CCOCC2)cc1OC,-8,1,18,-3,3,6,-1.9,2,-1
CC1CCN(C(=O)c2cc(-c3ccccc3O)on2)CC1,-10,1,17,-2,2,0,-1.5,-12,-12
CC(=O)c1cccc(NS(=O)(=O)c2c(C)n[nH]c2C)c1,5,-5,13,-4,0,-7,0.5,13,-5
CN(CC(=O)NCc1ccc(F)cc1)S(=O)(=O)c1cccc2nsnc12,0,-2,20,-1,2,-1,-0.4,-1,8
CN(C)S(=O)(=O)N1CCN(c2cc(Cl)ccc2Cl)CC1,-5,-2,-5,-11,1,-12,1.0,-2,-2
COc1ccc(-c2nc(=S)c3c(n2Cc2cccnc2)CC(C)(C)OC3)cc1,-2,-4,8,0,3,7,-1.2,-4,-7
O=C(Nc1ccc([N+](=O)[O-])cc1)Nc1ccc(Cl)cc1F,-6,-3,8,1,15,41*,32,-18,3
COc1ccc(C(=O)NC(C)c2cccnc2)cc1S(=O)(=O)N(C)Cc1ccccc1 (stereo not given),-3,-1,6,-4,3,3,0.1,-5,4
O=C(CNC(=O)c1ccccc1)OC(C(=O)O)c1ccc(F)cc1 (stereo not given),12,/,2,-1,1,-10,1.7,7,-24
CC(=O)N1CCN(C2=NC(=O)/C(=C\c3cccs3)S2)CC1,-5,6,2,-1,0,9,-0.3,2,6
O=S(=O)(NCc1ccco1)c1cccc(S(=O)(=O)N2CCCCC2)c1,6,5,-20,-4,2,6,-1.6,0,3
CC(=O)[C@@]1(O)[C@H](C)CC2C3CC=C4CC(OP(=O)(O)O)CC[C@]4(C)C3CC[C@@]21C (stereo not given in full),3,-2,13,-6,0,-3,0.1,3,-7
Cc1ccc(C(=O)C(C)OC(=O)Cn2c(C)csc2=O)cc1 (stereo not given),7,-6,0,-5,1,5,1.2,0,-8
CCC(=O)Nc1cc2c(cc1Cl)-c1ccccc1C2,2,/,-4,1,4,14,-1.9,-13,-1
CCCOc1cccc(C(=O)Nc2cc(NC(=O)c3ccco3)ccc2OC)c1,-8,-2,-4,0,4,12,2.1,-15,-2
CCOC(=O)Cc1csc(NC(=O)c2c(O)c3c(n(CC(C)C)c2=O)CCCC3)n1,-4,-2,-8,2,1,10,4.8,-5,-3
Cc1c(Cl)cnc(NC(=O)COC(=O)Cc2coc3ccc4ccccc4c23)c1Cl,-7,8,-8,-1,0,-3,2.1,-4,-2
Cc1ccc(N2C(=O)c3ccccc3C2=O)cc1C,1,-2,14,-7,-1,2,-2.8,2,-1
CCCCN1C(=O)/C(=C2/Sc3ccccc3N2C)S/C1=N\c1ncn[nH]1,-1,2,21,5,2,5,8.6,-1,-5
CCN(CC)C(=O)CSc1nnc(-c2cc3ccccc3cc2O)n1CC,-10,6,-4,-7,6,3,1.1,-4,4
O=c1[nH][nH]c2c1C(c1cccc(C(F)(F)F)c1)OC(CCc1ccccc1)C2 (stereo not given),1,/,/,4,2,7,/,-3,5
COc1cccc(CN(C)CC(=O)Nc2ccccc2C(C)C)c1,3,8,16,-6,-1,2,-1.2,-1,-13
CCC(C)(C)NC(=O)c1cc([N+](=O)[O-])ccc1N1CCOCC1,-2,7,-4,-2,0,-5,-0.6,2,1

# Part of the list above in order of molar mass, low to high.
SMILES,M4 PAM,IDE cell inh,CRFR2-BP antag,M5 ag,CHRM4 agonist,M5 antag,CRFR2-BP ag,CHRM5 PAM,CHRM4 antagonist
CCC(=O)Nc1cc2c(cc1Cl)-c1ccccc1C2,2,/,-4,1,4,14,-1.9,-13,-1
CCC(C)(C)NC(=O)c1cc([N+](=O)[O-])ccc1N1CCOCC1,-2,7,-4,-2,0,-5,-0.6,2,1
CCCOc1cccc(C(=O)Nc2cc(NC(=O)c3ccco3)ccc2OC)c1,-8,-2,-4,0,4,12,2.1,-15,-2

# Next compounds follow.
SMILES,M4 PAM,IDE cell inh,CRFR2-BP antag,M5 ag,CHRM4 agonist,M5 antag,CRFR2-BP ag,CHRM5 PAM,CHRM4 antagonist
CCc1ccc(NC(=O)Cn2c(SC)nc3ccccc32)cc1,-5,6,23,-7,1,-3,-1.9,0,4
CCOC(=O)/C(=C/Nc1ccc(F)c(F)c1)[N+](=O)[O-],7,1,-3,3,2,-1,0.0,4,-10
C=C(C)C(=O)OCC(=O)NCc1ccccc1,-8,-2,2,2,0,3,0.8,9,-3
C1CN(c2nc3nonc3nc2N2C[C@H]3CC[C@H]2C3)CCS1,-4,6,12,-3,1,10,-0.3,-6,-4
Cc1cc(=O)n2[nH]c(-c3ccccc3)cc2n1,10,3,12,-3,1,-1,-0.1,-6,-11
Cn1cccc1/C=C1\CCC/C(=C\c2cccn2C)C1=O,0,71*,-185,-1,2,-1,155*,-3,-4
CCOC(=O)C1=C(COC(=O)c2ccc(Br)c(S(=O)(=O)N3CCOCC3)c2)NC(=O)NC1C (stereo not given),6,/,8,5,14,3,3.4,-18,-12
COc1ccccc1C(=O)N/N=C(\C)CC(=O)Nc1ccccc1NC(C)=O,0,2,9,-1,1,2,3.2,1,5
Cc1ccc(S(=O)(=O)N2CCOCC2)cc1C(=O)NCc1cccs1,-3,7,4,-2,7,9,-1.2,-9,13
Cc1ccc(S(=O)(=O)NCc2ccccc2)cc1C(=O)N1CCCCCCC1,0,11,0,0,3,8,-0.9,-1,-6
CC(C)NC(=O)COC(=O)c1cccc(NS(=O)(=O)/C=C/c2ccccc2)c1,-5,-2,-7,4,6,-1,1.2,-4,1
CC(Sc1nnc(Nc2ccccc2)s1)C(=O)Nc1nc(-c2ccccc2)cs1 (stereo not given),4,4,-55,2,3,-3,-0.6,-4,-2
CC(C)CN1C(=O)c2ccc(C(=O)Nc3ccc(OCC(=O)O)cc3)cc2C1=O,-3,3,12,-3,0,-1,-0.9,-4,-1
CCNC(=O)COC(=O)c1cccc(Br)c1,-5,6,7,-1,0,4,-1.4,3,9
COc1ccc(NC(=O)Nc2ccc3c(c2)C(=O)N([C@H](C)CO)C[C@H](C)[C@@H](CN(C)C(=O)Nc2ccc(OC)cc2)O3)cc1,10,4,-7,1,2,1,1.2,10,10
CN1C(=O)c2ccc(C(=O)Nc3ccc4c(c3)OCO4)cc2C1=O,3,0,0,2,1,-28,-0.3,9,2
CN(CC(=O)Nc1c(Cl)cccc1Cl)C(=O)CC1OC(=O)c2ccccc21 (stereo not given),3,-1,7,1,2,-1,0.1,-3,-1
COc1ccc(S(=O)(=O)N(C)C)cc1NC(=O)CN1CCN(C(=O)C2CC2)CC1,-3,8,12,7,16,10,1.0,-9,6
CC(C)c1ccc(NC(=O)C2CC2c2ccccc2)cc1 (stereo not given),-1,/,-37,-1,2,1,3.2,0,-6
O=C(NCc1ccncc1)Nc1ccc(Cl)cc1Cl,6,4,16,-8,1,7,-2.6,3,4
COc1ccc2nc(SCC(=O)Nc3ccc(S(=O)(=O)Nc4onc(C)c4C)cc3)[nH]c2c1,9,-1,2,-1,0,-12,1.8,0,0
CC(C)(CC(=O)O)CC(=O)Nc1ccc2c(c1)ncn2CCc1ccccc1,-1,10,9,-4,0,9,2.5,-5,2
Cc1ccc(Cl)cc1NC(=O)c1ccccn1,-3,2,2,-8,-1,0,-1.8,6,-9
Fc1ccc(NCc2cccnc2)cc1F,-4,-3,4,-2,0,8,3.0,1,4
CCOC(=O)CN(C(=O)CSc1nnc(-c2ccncc2)n1CCCOC)c1ccccc1,3,-2,12,-5,0,5,-0.7,1,-1
O=C1/C(=C/c2cccs2)SC(=S)N1CC(=O)N1CCCCC1CCO (stereo not given),-2,0,4,-1,14,0,-0.6,-2,-11
CCNC(=O)c1c(NC(=O)C2COc3ccccc3O2)sc2c1CCCC2 (stereo not given),-1,-1,-9,-3,1,5,0.6,-1,4
O=C1CCCCCC(=O)[C@H](O)C[C@H](c2ccccc2)O1,12,/,/,3,1,1,/,0,-4
CCN1CCN(c2c(Cl)cccc2NC(=O)c2cccs2)CC1,-1,9,-2,-7,1,13,0.2,1,-6
CCCc1nn(C)c(C(=O)Nc2cccc3ccccc23)c1Cl,-1,2,-18,-3,-1,-1,-1.5,-7,-3
O=C(CN1C(=O)NC2(CCCC2)C1=O)NCc1cccc(Cl)c1,-2,2,-6,0,-1,4,1.9,5,5
CNC(=O)/C(C#N)=C/c1cn(CC(=O)OC)c2ccccc12,-2,6,-7,5,1,4,-0.7,10,8
CC1(C)CC(CC(=O)NNc2nc(-c3ccccc3)cs2)C(=O)O1 (stereo not given),9,13,15,0,1,4,-0.7,-3,-2
CC(=O)c1ccc(N2CCN(C(=S)Nc3ccc(Cl)c(Cl)c3)CC2)cc1,-8,-1,13,-1,2,2,0.2,-3,5
COc1ccccc1NC(=O)c1ccc(Cl)c(S(=O)(=O)N2CCOCC2)c1,1,-1,-10,11,5,4,-1.1,-8,-1
Cc1ccc(C)c(NC(=O)CN(C)C(=O)Cc2ccccc2)c1,2,2,1,-2,0,-3,0.8,2,-5
Cc1nn(C(=O)c2ccccc2)c2c1C(=O)CC(C)(C)C2,2,-4,3,0,0,-4,-0.4,1,3
CC(C)N(Cc1ccccc1)C(=S)NC(=O)C1(C)CC1(Cl)Cl (stereo not given),-7,-1,6,-9,0,3,-2.2,5,-2
